FBPA Giardia inh = qHTS Assay for Inhibitors of Fructose-1,6-bisphosphate Aldolase from Giardia Lamblia. A8B2U2. Potency, µM (series often up to 59.6 µM), without a hit: top-dose activity, negative = inhibition, usual class: inhibitors. AID 2451, 2010. 0.71% of 290,000 active. purified Giardia FBPA; note: potency is the fitted concentration of half-maximal effect; nearly all actives have a fitted effect of over 55% in size
Target sequence (A8B2U2 whole entry, looked up): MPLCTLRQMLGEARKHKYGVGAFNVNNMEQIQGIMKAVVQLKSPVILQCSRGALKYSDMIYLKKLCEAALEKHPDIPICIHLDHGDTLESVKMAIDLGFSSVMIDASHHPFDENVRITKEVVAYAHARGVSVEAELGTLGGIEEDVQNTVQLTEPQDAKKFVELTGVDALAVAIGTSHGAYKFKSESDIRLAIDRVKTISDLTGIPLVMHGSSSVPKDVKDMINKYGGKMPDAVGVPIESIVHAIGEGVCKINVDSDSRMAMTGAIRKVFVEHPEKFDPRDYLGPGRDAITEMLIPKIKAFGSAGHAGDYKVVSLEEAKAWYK
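40 nM FBPA preincubated 10 min at RT with compound (up to 57.5 uM final), then substrate plus GAPDH/TPI/NAD/arsenate coupling and diaphorase/resazurin added. Fluorescence read after 20 min at RT, 525/598 nm.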
Sm TGR block = qHTS Assay for the Inhibitors of Schistosoma Mansoni Peroxiredoxins; Schistosoma mansoni thioredoxin glutathione reductase (TGR), Q962Y6; purified TGR, DTNB reduction, TNB absorbance 405 nm; Potency, µM (highest dose often 114 µM), inactives show at the top dose activity change, negative = inhibition, hits mostly inhibitors; 3% of 360,000 active; AID 485364, 2010; note: potency is the fitted concentration of half-maximal effect; nearly all actives have a fitted effect of over 60% in size
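First, TGR (20 nM dispensed) and NADPH were mixed with compound. Second, a 15 min room-temperature incubation followed. Third, further NADPH and then DTNB were added to start the reaction. Finally, TNB absorbance was monitored kinetically.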
HCMV antiviral = qHTS Assay for inhibitors of the human cytomegalovirus (HCMV); HFF cells, HCMV-luciferase reporter, 72 h; active compounds read low; activity change, negative = inhibition, % at 57.5 µM; 4.5% of 410,000 active; in the data active = activity change below about -60%; inconclusive = no clear call, values can overlap the other calls; inactive = above about -39%
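Steps: HFFs plated, 16 h 37C; compounds added; HCMV-luciferase added to MOI 1 PFU/cell; 72 h 37C; OneGlo reagent, 5 min room temperature; luminescence read, normalized to controls.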
AmpC inh detg = qHTS Inhibitors of AmpC Beta-Lactamase (assay with detergent); P00811; AmpC hydrolysis of nitrocefin, absorbance 480 nm, 0.01% Triton; Potency, µM (titrated, usually from 114 µM), inactives show at the top dose activity change, negative = inhibition, actives largely listed as inhibitors; 0.041% of 370,000 active; AID 485294, 2010;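 note: potency is the fitted concentration of half-maximal effect; 0% = no-compound wells and -100% = no-enzyme wells; nearly all actives have a fitted effect of over 25% in size; some results filed as inactive show a strong effect at the top dose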
Target sequence (P00811 whole entry, looked up): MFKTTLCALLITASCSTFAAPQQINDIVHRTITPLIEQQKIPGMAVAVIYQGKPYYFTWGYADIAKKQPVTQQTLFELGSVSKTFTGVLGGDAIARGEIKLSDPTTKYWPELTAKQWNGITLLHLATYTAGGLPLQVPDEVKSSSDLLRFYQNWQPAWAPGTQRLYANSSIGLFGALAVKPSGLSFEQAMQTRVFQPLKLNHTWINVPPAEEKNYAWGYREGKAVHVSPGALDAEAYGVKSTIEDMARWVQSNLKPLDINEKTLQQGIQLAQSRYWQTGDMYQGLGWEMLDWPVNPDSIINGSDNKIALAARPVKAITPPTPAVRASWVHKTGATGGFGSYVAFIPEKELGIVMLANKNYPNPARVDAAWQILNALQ
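AmpC (5.3 nM in the dispensed reagent) in 20 mM phosphate pH 7.0 with 0.01% (detergent screen) or 0.0001% Triton X-100 was preincubated with compounds for 15 min at room temperature. Nitrocefin was then added from an 800 uM solution, and hydrolysis was followed at 480 nm.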
AmpC inh no detg = qHTS Inhibitors of AmpC Beta-Lactamase (assay without detergent); P00811; AmpC nitrocefin hydrolysis, absorbance 480 nm, 0.0001% Triton; Potency, µM (top dose mostly 57.1 µM), inactives show top-dose activity change, negative = inhibition, actives largely listed as inhibitors; 0.52% of 330,000 active; AID 485341, 2010;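 note: potency is the fitted concentration of half-maximal effect; plate controls were no compound for no effect and no enzyme for full effect; nearly all actives have a fitted effect of over 20% in size; some results filed as inactive show a strong effect at the top dose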
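AmpC (5.3 nM in the dispensed reagent) in 20 mM phosphate pH 7.0 with 0.01% (detergent screen) or 0.0001% Triton X-100 was preincubated with compounds for 15 min at room temperature. Nitrocefin was then added from an 800 uM solution, and hydrolysis was followed at 480 nm.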
HCV inhibitor = qHTS Assay for Inhibitors of Hepatitis C Virus (HCV); 3.4% of 340,000 active; Potency, µM (top dose mostly 41.8 µM), for inactives: at the highest dose activity change, negative = inhibition, most hits filed as inhibitors; Huh7.5.1 HCVcc-Cre infection, luciferase reporter, 44 h; note: potency is the fitted concentration of half-maximal effect
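Seed cells (1,000/well) for 4 h; treat with compound and infect with HCVcc-Cre, moi about 0.5. Incubate 44 h, then detect luciferase activity.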
* hit, by the source's call; ? = inconclusive; nt = not tested or not shown; [ ] = remark or other dose. Unless noted, calls come from the whole dose curve; as a rule, active = well fitted curve in the direction sought with a large enough effect; inconclusive = small, poorly fitted or top-dose-only effect, or another doubt; inactive = no such curve, though single readings can be large; an effect the other way counts as inactive or inconclusive. Unless noted, % is set by controls: 0 for no effect and ±100 for the full control effect.

structure	FBPA Giardia inh	Sm TGR block	HCMV antiviral	AmpC inh detg	AmpC inh no detg	HCV inhibitor
N=c1n(CCO)c2ccccc2n1CCN1CCCCC1	-3%	nt	-32	10%	-10%	23%
CCOC(=O)CCC(=O)Nc1ccccc1C(N)=O	7%	33%	-19	-8%	-23%	9%
COc1cc(O)c2c(=O)c3c(O[C@H]4O[C@@H](CO)[C@H](O)[C@@H](O)[C@@H]4O)ccc(O)c3oc2c1	nt	nt	-7	nt	-20%	-21%
COc1cc2[nH]c(=S)nc(NCc3cccs3)c2cc1OC	-2%	-5%	-14	7%	-12%	25µM*
O=C(Nc1ccccc1)c1cnc2ccccc2n1	3%	3%	119	-7%	-8%	-2%
Cc1c(C(=O)NCc2ccc3c(c2)cc(C)n3C)cccc1[N+](=O)[O-]	-3%	-10%	?	?	-31%	?
CN(C)c1ccc(CNc2nc(-c3ccco3)nn2S(=O)(=O)c2ccc(Cl)cc2)cc1	nt	-8%	76	-1%	nt	nt
CCCCn1c(N)c(N(CCC(C)C)C(=O)C2CSC3(C)CCC(=O)N23)c(=O)[nH]c1=O (stereo unspecified)	nt	2%	-4	0%	-23%	5%
Cc1ccc(C)c(OCCCN2CCNCC2)c1	?	-6%	39	-10%	-21%	-14%
Cc1ccc(NC(=O)CN2C(=O)c3ccccc3S2(=O)=O)c(C)c1	-4%	6%	3	?	-8%	3%
O=C(OCCN1C(=O)c2ccccc2C1=O)c1ccccc1	11%	3%	0	-9%	-12%	9%
CCn1c(SCc2ccccc2)nnc1-c1nonc1NC(C)=O	nt	2%	-5	-1%	nt	nt
CCOCCc1nn2c(=O)cc(COC(=O)c3ccc(NC(=O)c4ccc(F)cc4)cc3)nc2s1	nt	7%	12	?	nt	nt
CCCCCn1c(=O)[nH]c2cc(C(=O)Nc3ccc(F)c(F)c3)ccc2c1=O	nt	4%	-31	6%	nt	nt
CCCn1c(-c2ccc(OC)cc2)nc2c(=O)n(C)c(=O)[nH]c21	-18%	1%	-32	1%	0%	2%
COC(=O)C1=C(C(=O)OC)[C@@H]2N(Cc3ccccc3)c3ccccc3[C@@]23C[C@@H](C(=O)OC)N(C(=O)c2cccs2)C3=N1	2%[12.9 µM]	19%	11	0%	151%[activator]	12%
COc1ccc(CCNC(=O)c2cccc(S(=O)(=O)N3CCOCC3)c2)cc1OC	nt	-11%	-8	?	0%	-30%
CC(=O)Nc1ccc(NC(=S)NC(=O)c2cc3ccccc3o2)cc1	-5%	-3%	23	5%	-2%	9%
CCC(C)N=C1SCC(C)(/C=N/O)S1 (stereo unspecified)	-14%	3%	31	0%	0%	3%
O=C(Nc1nnc(CC(=O)N2CCOCC2)s1)C1COc2ccccc2O1 (stereo unspecified)	1%	5%	87	?	-16%	19%
Cc1occc1C(=O)NCCCc1ccccc1	3%	?	2	5%	-10%	3%
CC(NC(=O)C1CCCN1S(=O)(=O)c1ccc2c(c1)n(C)c(=O)c(=O)n2C)c1ccccc1 (stereo unspecified)	-6%	-9%	3	3%	18%	3%
Cc1cccc(-c2cc3nc4c(c(NCc5ccco5)n3n2)CCCC4)c1	-7%	0%	3	?	24%	7.1µM*
COc1cccc(OC)c1C(=O)Nc1nc2c(s1)CCc1ccccc1-2	nt	-4%	-13	14%	nt	nt
COc1ccc(CCc2nnc(CCC(=O)NCCc3ncccc3C)o2)cc1	6%	0%[57.1 µM]	-13	-1%	23%	-1%
COc1cc(NC(=O)CN(C)S(=O)(=O)c2ccc3c(c2)CCC(=O)N3)cc(OC)c1	0%	5%	106	?	-38%	-6%
COc1ccc(F)cc1C(=O)C1CCCN(C(=O)Cc2c(C)noc2C)C1 (stereo unspecified)	2%	5%	-14	-7%	18%	-7%
C[C@@H]1CC=C[C@H]2[C@H]1C(=O)N(Cc1ccccc1)[C@H]2c1ccc2ccccc2c1Br	-11%	?	?	11%	1%	?
Cc1ccc(C(=O)N2CCC3(CC2)Oc2ccc(Cl)cc2C(=O)C32CC(c3ccc(Cl)cc3)=NO2)s1 (stereo unspecified)	0%	-16%	0	3%	-5%	17%[8.37 µM]
Cc1cc(=S)c2cccc(C)c2[nH]1	?	-1%	-24	4%	-12%	6%
COc1c(Cl)cc(Br)c(OC)c1C(=O)NC(=O)Nc1nc(C)cc(C)n1	-18%	6%	25	?	-2%	-50%
O=C(/C=C/c1ccco1)NCC1OCCc2ccccc21 (stereo unspecified)	-9%	0.5µM*	?	2%	-11%	-8%
C[C@H]1COC(=O)[C@H](CC(=O)OC(C)(C)C)C/C=C\C[C@@H](CC(=O)N(CCO)Cc2ccccc2)C(=O)N1	nt	nt	-1	nt	169%[activator]	8%
O=C(CNC(=O)c1ccc(Cl)cc1)OCc1cc(=O)n2nc(C3CC3)sc2n1	nt	-18%	26	12%	nt	nt
Cc1[nH]c2ccccc2c1C(=O)COC(=O)c1ccc2c(=O)n3c(nc2c1)CCC3	0%	-10%	2	-3%	55%	-10%
CCc1ccc(-c2cc(C(=O)Nn3cnnc3)c3ccccc3n2)cc1	-13%	5%	20	0%	-25%	11%
O=C1CCC(=O)N1c1cccc(-c2nc3ccccc3o2)c1	0%	1%	8	?	5%	5%
CCCC(CCC(=O)Nc1cc([N+](=O)[O-])ccc1O)C(=O)O (stereo unspecified)	2%	-6%	-30	0%	-25%	28%
O=C(CSc1nc(O)c(Cc2ccccc2)c(=O)[nH]1)c1ccccc1	2%	-2%	-28	0%	-8%	-1%
Cc1cc(-c2nn(C)c(=O)c3ccccc23)ccc1CNC(=O)NC1CCCCC1	-28%	0%	41	3%	-9%	?
c1ccc(CSc2nnc3c(n2)OC(c2ccco2)Nc2ccccc2-3)cc1 (stereo unspecified)	1%	11µM*	nt	2%	-21%	-18%
CC(=O)CCN1C(=O)NC2(CCCc3ccccc32)C1=O (stereo unspecified)	-8%	1%	20	-2%	-5%	11%
CCSc1nnc(NC(=O)CSc2nnc(CNC(=O)c3cc(OC)c(OC)c(OC)c3)o2)s1	11%	-15%	14	?	-17%	-9%
Cc1ccccc1C(=O)c1c[nH]c(C(=O)NCc2cccs2)c1	0%	4%	32	-9%	-18%	?
CN(C)CCn1cnc2c(c1=N)C(c1ccccc1)c1ccc3ccccc3c1O2 (stereo unspecified)	4%	-10%	-98*	-5%	55%	13µM*

(cont.)
molecule,FBPA Giardia inh,Sm TGR block,HCMV antiviral,AmpC inh detg,AmpC inh no detg,HCV inhibitor
CN1C2C=C3C(C#N)=C(N)C(C#N)(C#N)[C@@H](c4cccc(F)c4)[C@@H]3C1CC2 (stereo partly specified),?,-14%,-7,?,10%,1%
Cc1ccc(C(=O)NNC(=O)c2ccc3ccccc3c2O)cc1,-10%,11%,90,-20%,-49%,-3%
CCOC(=O)c1ccc(CNC(=O)C(Cc2c[nH]c3ccccc23)NC(C)=O)o1 (stereo unspecified),7%,-9%,8,-16%,-13%,19%
COc1ncnc2c1oc1nc(C(C)C)c3c(c12)CC(C)(C)OC3,14%,-20%,-13,?,-19%,-19%
C[C@H](NC(=O)[C@@H]1Cc2ccccc2CN1)C(=O)NCC1CCCO1 (stereo partly specified),nt,-1%,0,-2%,-7%,10%
CCn1cc(S(=O)(=O)c2ccc(OC)cc2)c(=O)c2cc(OC)ccc21,10%,0%,-7,2%,-3%,-2%
COc1ccccc1CNC(=O)c1c(O)c2cc(OC)c(OC)cc2[nH]c1=O,1%,-3%,-33,?,-37%,?
C=CCNC(=O)C1CC(=O)N(c2ccc(OCC(=O)Nc3ccc(Cl)cc3)cc2)C1 (stereo unspecified),4%,0%,29,-16%,-29%,1%

Reprinted from the entries so far, four compounds:
molecule,FBPA Giardia inh,Sm TGR block,HCMV antiviral,AmpC inh detg,AmpC inh no detg,HCV inhibitor
CN1C2C=C3C(C#N)=C(N)C(C#N)(C#N)[C@@H](c4cccc(F)c4)[C@@H]3C1CC2 (stereo partly specified),?,-14%,-7,?,10%,1%
Cc1ccc(C(=O)NNC(=O)c2ccc3ccccc3c2O)cc1,-10%,11%,90,-20%,-49%,-3%
CCOC(=O)c1ccc(CNC(=O)C(Cc2c[nH]c3ccccc23)NC(C)=O)o1 (stereo unspecified),7%,-9%,8,-16%,-13%,19%
COc1ncnc2c1oc1nc(C(C)C)c3c(c12)CC(C)(C)OC3,14%,-20%,-13,?,-19%,-19%

Remaining list, next part.
molecule,FBPA Giardia inh,Sm TGR block,HCMV antiviral,AmpC inh detg,AmpC inh no detg,HCV inhibitor
CC1CCCCC1NC(=O)Cn1c(=O)oc2cc(S(=O)(=O)N3CCCC3)ccc21 (stereo unspecified),13%,-11%,1,-20%,-13%,-19%
COc1cccc2cc(C(=O)NCc3ccco3)c(=O)oc12,1%,-2%,?,-3%,2%,19%
Cc1ccc(S(=O)(=O)CC(CN2CCOCC2)N2CCOCC2)cc1 (stereo unspecified),6%,nt,-15,6%,-7%,15%
CCCCCCn1c(O)c(C=NC2CCN(Cc3ccccc3)CC2)c(=O)[nH]c1=O,-1%,?,-7,-6%,-15%,?
CC(C)CSC1=NSC2=NC(=O)/C(=C\c3cccs3)C(=N)N12,12%,-2%,33,?,-28%,?
Cc1nc2ccccc2n1CCOc1ccccc1,-15%,28%,?,-1%,-1%,?
CCOc1ccc(NC(=O)CN(C)C(=O)c2csc3c2CCCC3)cc1OCC,nt,-24%,-1,?,11%,?
CCC1Oc2ccccc2N(CC(=O)NC2CCCC2)C1=O (stereo unspecified),0%,-2%,10,-7%,0%,3%
CCOC(=O)C1=C(COC(=O)Cc2ccc(Br)cc2)NC(=O)NC1C (stereo unspecified),nt,1%,-29,2%,49%,19%
O=S(=O)(c1ccc(N2CCOCC2)cc1)N1CCOCC1,-1%,7%,15,-6%,nt,9%

This is a random part of the collection. About 9.9% of those tested had a hit in this group.
